NSD2 inh – blocks human NSD2 histone methyltransferase activity. NSD2-SET H3K36me1 DELFIA fluorescence, biochemical. inhibition, % at 12.5 µM. actives 0.07% (n = 44,000). AID 624260; in the data active = inhibition above about 54%, passing the limit was not always enough;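 also: inhibitors reduce the monomethyl H3K36 fluorescence signal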
Target sequence (O96028 whole entry, looked up): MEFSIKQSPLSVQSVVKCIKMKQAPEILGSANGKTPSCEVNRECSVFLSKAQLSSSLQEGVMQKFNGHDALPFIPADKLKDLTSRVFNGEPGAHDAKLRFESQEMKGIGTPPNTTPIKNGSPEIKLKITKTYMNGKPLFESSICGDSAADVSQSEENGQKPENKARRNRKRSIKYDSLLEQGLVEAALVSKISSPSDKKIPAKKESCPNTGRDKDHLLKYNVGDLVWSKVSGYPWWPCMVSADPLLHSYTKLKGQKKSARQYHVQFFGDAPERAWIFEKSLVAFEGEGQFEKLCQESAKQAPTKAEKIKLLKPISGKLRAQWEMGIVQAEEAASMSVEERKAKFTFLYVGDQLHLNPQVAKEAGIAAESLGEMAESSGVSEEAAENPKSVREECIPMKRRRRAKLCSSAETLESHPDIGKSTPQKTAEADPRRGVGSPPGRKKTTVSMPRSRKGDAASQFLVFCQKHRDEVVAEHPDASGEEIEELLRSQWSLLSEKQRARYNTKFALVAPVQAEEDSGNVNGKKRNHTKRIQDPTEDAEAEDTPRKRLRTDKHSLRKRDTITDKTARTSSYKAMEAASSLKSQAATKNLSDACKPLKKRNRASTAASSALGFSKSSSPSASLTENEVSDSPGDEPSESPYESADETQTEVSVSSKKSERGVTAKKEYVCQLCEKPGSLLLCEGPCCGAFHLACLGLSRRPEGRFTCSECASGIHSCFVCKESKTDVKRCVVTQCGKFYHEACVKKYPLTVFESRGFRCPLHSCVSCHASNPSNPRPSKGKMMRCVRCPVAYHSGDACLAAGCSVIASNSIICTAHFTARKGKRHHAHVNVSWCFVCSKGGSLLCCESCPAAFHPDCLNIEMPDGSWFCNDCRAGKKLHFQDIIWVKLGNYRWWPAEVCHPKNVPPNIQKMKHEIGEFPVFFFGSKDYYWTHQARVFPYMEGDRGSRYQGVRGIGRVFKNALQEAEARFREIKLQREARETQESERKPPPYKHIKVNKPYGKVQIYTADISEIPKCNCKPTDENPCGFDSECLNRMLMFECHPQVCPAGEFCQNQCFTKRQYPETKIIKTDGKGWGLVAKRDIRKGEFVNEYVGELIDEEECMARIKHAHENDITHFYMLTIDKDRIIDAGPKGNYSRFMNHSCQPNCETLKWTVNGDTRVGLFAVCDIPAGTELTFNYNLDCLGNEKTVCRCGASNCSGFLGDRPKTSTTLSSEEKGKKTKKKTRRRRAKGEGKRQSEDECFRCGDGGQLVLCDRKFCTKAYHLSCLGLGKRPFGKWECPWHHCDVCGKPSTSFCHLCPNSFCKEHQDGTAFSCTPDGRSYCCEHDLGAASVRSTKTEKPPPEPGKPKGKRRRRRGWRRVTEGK
The depositor's hits bear a star; & = joins results of further samples. Some of the compounds tested; count on the stated rates, not on these rows.

> Cc1noc(C)c1NC(=O)N(C)C[C@H]1Oc2ccc(NS(=O)(=O)c3ccccc3)cc2C(=O)N([C@H](C)CO)C[C@H]1C
  NSD2 inh = 0.5

> CNC[C@@H]1Oc2cc(C#Cc3ccccn3)ccc2S(=O)(=O)N([C@H](C)CO)C[C@H]1C
  NSD2 inh = 0.8

> CNC[C@H]1Oc2ccc(NS(=O)(=O)c3c(C)noc3C)cc2CC(=O)N([C@H](C)CO)C[C@H]1C
  NSD2 inh = -11.2

> COc1ccc(NC(=O)Nc2cccc3c2O[C@H](CN(C)C(=O)Nc2ccccc2)[C@@H](C)CN([C@H](C)CO)C3=O)cc1
  NSD2 inh = -0.2

> C[C@H](CO)N1C[C@H](C)[C@H](CN(C)C(=O)Nc2ccccc2)Oc2c(NS(=O)(=O)c3ccccc3)cccc2C1=O
  NSD2 inh = 1.3

> C[C@@H]1CN([C@H](C)CO)C(=O)c2cc(C#CCN(C)C)cnc2O[C@@H]1CN(C)C
  NSD2 inh = 13.2

> C[C@@H]1CCCCO[C@@H](CN(C)C(=O)Cc2ccccc2)[C@H](C)CN([C@H](C)CO)C(=O)c2cc(NC(=O)c3ccncc3)ccc2O1
  NSD2 inh = 17.6

> COC(=O)N(C)C[C@@H]1OCc2ccccc2-c2c(n(C)c3ccccc23)C(=O)N([C@@H](C)CO)C[C@@H]1C
  NSD2 inh = 4.7

> Cc1noc(C)c1NC(=O)Nc1ccc2c(c1)C(=O)N([C@@H](C)CO)C[C@H](C)[C@@H](CN(C)C(=O)Nc1ccc(C(F)(F)F)cc1)O2
  NSD2 inh = 1.4

> COc1ccc(S(=O)(=O)N(C)C[C@H]2Oc3ccc(NC(=O)Cc4cn(C)c5ccccc45)cc3C(=O)N([C@H](C)CO)C[C@H]2C)cc1
  NSD2 inh = -1.2

> C[C@H](O)C#Cc1ccc2c(c1)O[C@@H](CN(C)Cc1ccc(-c3ccccc3)cc1)[C@@H](C)CN([C@@H](C)CO)S2(=O)=O
  NSD2 inh = -1.1

> C[C@@H]1CN([C@@H](C)CO)C(=O)Cc2cc(NC(=O)Cn3cnnn3)ccc2O[C@H]1CN(C)C(=O)Nc1ccc2c(c1)OCO2
  NSD2 inh = -0.6

> C[C@H](CO)N1C[C@H](C)[C@@H](CN(C)C(=O)CN2CCOCC2)Oc2cc(C#Cc3cccc(F)c3)ccc2S1(=O)=O
  NSD2 inh = -1.2

> COCC(=O)N(C)C[C@@H]1Oc2ncc(-c3ccc(C#N)cc3)cc2C(=O)N([C@H](C)CO)C[C@@H]1C
  NSD2 inh = -2.2

> Cc1noc(C)c1S(=O)(=O)Nc1ccc2c(c1)CC(=O)N([C@H](C)CO)C[C@@H](C)[C@@H](CN(C)Cc1ccc(C(F)(F)F)cc1)O2
  NSD2 inh = -12.8

> C[C@@H]1CCCCO[C@@H](CN(C)Cc2ccc(Cl)c(Cl)c2)[C@H](C)CN([C@H](C)CO)C(=O)c2cc(NC(=O)Nc3ccc4c(c3)OCO4)ccc2O1
  NSD2 inh = 0.2

> C[C@@H]1CCCCO[C@@H](CN(C)C(=O)Nc2ccc3c(c2)OCO3)[C@H](C)CN([C@@H](C)CO)C(=O)c2cc(NC(=O)Nc3ccc4c(c3)OCO4)ccc2O1
  NSD2 inh = -1.1

> COc1ccccc1S(=O)(=O)N(C)C[C@@H]1OCc2cnnn2CCCC(=O)N([C@H](C)CO)C[C@@H]1C
  NSD2 inh = -1.7

> C[C@@H]1CN([C@@H](C)CO)C(=O)Cc2cc(NC(=O)CCN3CCOCC3)ccc2O[C@@H]1CN(C)Cc1ccc(C(F)(F)F)cc1
  NSD2 inh = 2.7

> C[C@@H]1CN([C@@H](C)CO)C(=O)Cc2cc(NC(=O)Nc3ccc(F)cc3)ccc2O[C@@H]1CN(C)C(=O)NC1CCCCC1
  NSD2 inh = -0.7

> COc1ccc(C#Cc2ccc3c(c2)[C@]2(C(=O)N3)[C@H](C(=O)N3CCc4cc(OC)c(OC)cc4C3)[C@H]3C(=O)O[C@H](c4ccccc4)[C@H](c4ccccc4)N3[C@@H]2c2ccc(O)cc2)cc1
  NSD2 inh = -11.1

> C[C@@H]1CN([C@H](C)CO)C(=O)Cc2cc(NC(=O)c3ccncc3)ccc2O[C@H]1CN(C)C(=O)Nc1ccc(C(F)(F)F)cc1
  NSD2 inh = -5.4

> C[C@H]1CN([C@@H](C)CO)C(=O)c2cccc(NC(=O)c3ccc(-c4nccs4)cc3)c2O[C@H]1CN(C)Cc1ccc(Oc2ccccc2)cc1
  NSD2 inh = 3.3

> O=C(O)CCCCCCC(=O)N/N=C/c1cccc(Br)c1
  NSD2 inh = -2.2

> C[C@H]1CN([C@@H](C)CO)C(=O)c2cc(NC(=O)CCN3CCOCC3)ccc2O[C@@H]1CN(C)CC1CCCCC1
  NSD2 inh = 3.6

> Cc1[nH]n(-c2nc3ccccc3[nH]2)c(=O)c1C1OC(=O)c2ccccc21 (configuration not stated)
  NSD2 inh = 2.4

> COC(=O)c1cc(S(=O)(=O)Nc2nn(C)c3ccccc23)oc1C
  NSD2 inh = 8.8

> Cc1ccc(S(=O)(=O)N(C)C[C@@H]2Oc3ncc(C#CCN(C)C)cc3C(=O)N([C@H](C)CO)C[C@@H]2C)cc1
  NSD2 inh = -4.1

> C/C=C/c1ccc2c(c1)O[C@@H](CN(C)C(=O)NC(C)C)[C@@H](C)CN([C@@H](C)CO)S2(=O)=O
  NSD2 inh = -6.3

> O=C(Nc1ccc2c(c1)[C@H]1C[C@H](CC(=O)N3CCOCC3)O[C@H](CO)[C@H]1O2)NC1CCCC1
  NSD2 inh = 5.9

2 compounds picked at random from the list so far:
> Cc1[nH]n(-c2nc3ccccc3[nH]2)c(=O)c1C1OC(=O)c2ccccc21 (configuration not stated)
  NSD2 inh = 2.4

> O=C(Nc1ccc2c(c1)[C@H]1C[C@H](CC(=O)N3CCOCC3)O[C@H](CO)[C@H]1O2)NC1CCCC1
  NSD2 inh = 5.9

(further entries)
> CC(C)CC#Cc1ccc2c(c1)O[C@@H](CN(C)S(=O)(=O)c1ccc(F)cc1)[C@@H](C)CN([C@H](C)CO)S2(=O)=O
  NSD2 inh = -8.1

> O=C(CCCCC(=O)N/N=C/c1c(F)c(F)c(F)c(F)c1F)NO
  NSD2 inh = -2.2

> Cc1noc(C)c1S(=O)(=O)Nc1ccc2c(c1)CC(=O)N([C@H](C)CO)C[C@H](C)[C@H](CN(C)Cc1ccc(C(=O)O)cc1)O2
  NSD2 inh = 6.5

> C[C@H](CO)N1C[C@H](C)[C@H](CN(C)S(=O)(=O)c2ccc(F)cc2)Oc2ncc(/C=C/c3ccccc3)cc2C1=O
  NSD2 inh = -3.5&8.1

> C[C@@H](NC(=O)C[C@H]1C[C@@H]2c3cc(NC(=O)C4CCC4)ccc3O[C@@H]2[C@@H](CO)O1)c1ccccc1
  NSD2 inh = -3.1

> C[C@@H]1CN([C@H](C)CO)S(=O)(=O)c2ccc(C#Cc3ccccn3)cc2O[C@@H]1CN(C)Cc1cccc(F)c1
  NSD2 inh = 20.5

> CNC[C@H]1Oc2ccc(NC(=O)NC3CCCCC3)cc2CC(=O)N([C@H](C)CO)C[C@@H]1C
  NSD2 inh = -0.3

> C[C@@H]1CN([C@@H](C)CO)C(=O)c2cc(-c3ccccc3)cnc2O[C@@H]1CN(C)Cc1ccccn1
  NSD2 inh = 4.6

> CCO[C@H]1OC(C(=O)NC2CC2)=C[C@@H](c2ccccc2)[C@@H]1CCCO
  NSD2 inh = 16.2

> C[C@@H]1CCCCO[C@@H](CN(C)S(=O)(=O)c2ccc(F)cc2)[C@H](C)CN([C@H](C)CO)C(=O)c2cc(NC(=O)Nc3cccc4ccccc34)ccc2O1
  NSD2 inh = 1.6

> C[C@@H]1CN([C@H](C)CO)C(=O)c2cc(NC(=O)Cc3cn(C)c4ccccc34)ccc2O[C@@H]1CN(C)S(=O)(=O)c1cn(C)cn1
  NSD2 inh = -0.8

> Cc1noc(C)c1S(=O)(=O)Nc1ccc2c(c1)C(=O)N([C@@H](C)CO)C[C@H](C)[C@@H](CN(C)S(=O)(=O)c1ccccc1)OCCCC[C@H](C)O2
  NSD2 inh = 3.5

> COc1ccc(C#Cc2ccc3c(c2)O[C@H](CN(C)C(=O)NC2CCCCC2)[C@@H](C)CN([C@@H](C)CO)S3(=O)=O)cc1
  NSD2 inh = -0.9

> C[C@@H]1CN([C@@H](C)CO)C(=O)c2cc(NS(=O)(=O)c3cccs3)ccc2O[C@@H]1CN(C)Cc1ccc(C(F)(F)F)cc1
  NSD2 inh = -5.3

> COc1ccc(S(=O)(=O)N(C)C[C@H]2Oc3ccc(NS(=O)(=O)c4cn(C)cn4)cc3CC(=O)N([C@H](C)CO)C[C@@H]2C)cc1
  NSD2 inh = -1.3

> COc1ccc(S(=O)(=O)Nc2ccc3c(c2)CC(=O)N([C@H](C)CO)C[C@H](C)[C@H](CN(C)C(=O)NC2CCCCC2)O3)cc1
  NSD2 inh = 0.0

> C=C1C(=O)O[C@H]2[C@H]1[C@@H](OC(=O)C(C)CO)C[C@@]1(C)[C@H](O)CCC(=O)[C@H]21 (some centres not stated)
  NSD2 inh = 8.1

> C[C@H](CO)N1C[C@H](C)[C@@H](CN(C)S(=O)(=O)c2cccs2)Oc2ccc(NC(=O)Nc3ccccc3)cc2C1=O
  NSD2 inh = -6.3

> Cc1noc(C)c1S(=O)(=O)Nc1ccc2c(c1)C(=O)N([C@H](C)CO)C[C@H](C)[C@H](CN(C)Cc1ccc(C(=O)Nc3ccccc3N)cc1)OCCCC[C@@H](C)O2
  NSD2 inh = -2.8

> Cc1ccc(S(=O)(=O)N(C)C[C@H]2Oc3ccc(NC(=O)C4CCCCC4)cc3CC(=O)N([C@H](C)CO)C[C@@H]2C)cc1
  NSD2 inh = -0.9

> Cc1noc(C)c1S(=O)(=O)N(C)C[C@@H]1Oc2c(NC(=O)c3nc4ccccc4s3)cccc2C(=O)N([C@@H](C)CO)C[C@@H]1C
  NSD2 inh = 1.2

> C[C@H](CO)N1C[C@H](C)[C@H](CN(C)C(=O)C2CCC2)Oc2ncc(-c3ccc(F)cc3)cc2C1=O
  NSD2 inh = 1.0

> COc1ccc(NC(=O)N(C)C[C@H]2OCCCC[C@@H](C)Oc3ccc(NS(=O)(=O)c4ccc(F)cc4)cc3C(=O)N([C@@H](C)CO)C[C@H]2C)cc1
  NSD2 inh = 0.5

> CC(C)NC(=O)Nc1ccc2c(c1)C(=O)N([C@H](C)CO)C[C@H](C)[C@H](CN(C)C(=O)Nc1ccc(F)cc1)OCCCC[C@H](C)O2
  NSD2 inh = -4.1

> C[C@H](CO)N1C[C@H](C)[C@H](CN(C)S(=O)(=O)c2cccs2)Oc2c(NC(=O)C3CCOCC3)cccc2C1=O
  NSD2 inh = -5.4

> COc1ccc(S(=O)(=O)Nc2cccc3c2O[C@H](CN(C)CC2CCCCC2)[C@@H](C)CN([C@@H](C)CO)C3=O)cc1
  NSD2 inh = 0.2

> CC1(C)CC[C@]2(C(=O)O[C@@H]3O[C@H](CO)[C@@H](O)[C@H](O)[C@H]3O)CC[C@]3(C)C(=CCC4[C@@]5(C)CC[C@H](O[C@@H]6O[C@H](CO)[C@@H](O)[C@H](O[C@@H]7O[C@H](CO)[C@@H](O)[C@H](O)[C@H]7O)[C@H]6O[C@@H]6O[C@H](CO)[C@H](O)[C@H](O)[C@H]6O)C(C)(C)C5CC[C@]43C)[C@@H]2C1 (some centres not stated)
  NSD2 inh = 1.5

> COc1ccc(NC(=O)Nc2ccc3c(c2)CC(=O)N([C@@H](C)CO)C[C@H](C)[C@H](CN(C)C(=O)Nc2c(C)noc2C)O3)cc1
  NSD2 inh = 0.3

> C[C@H]1CN([C@@H](C)CO)C(=O)c2cc(NC(=O)Nc3ccc(C(F)(F)F)cc3)ccc2O[C@H]1CN(C)CC1CC1
  NSD2 inh = -3.8

> C[C@@H]1CN([C@@H](C)CO)C(=O)c2cc(C#CC3CC3)cnc2O[C@H]1CN(C)C(=O)c1ccc(F)cc1
  NSD2 inh = -3.0

> C[C@@H]1CCCCO[C@@H](CN(C)C(=O)c2ccncc2)[C@H](C)CN([C@H](C)CO)C(=O)c2cc(NS(=O)(=O)c3ccccc3)ccc2O1
  NSD2 inh = -149.4

> C[C@]12CCC(=O)C=C1CC[C@@H]1C2[C@@H](O)C[C@@]2(C)C1CC[C@@H]2C(=O)CO (some centres not stated)
  NSD2 inh = 1.8

> COCC#Cc1cnc2c(c1)C(=O)N([C@@H](C)CO)C[C@H](C)[C@@H](CN(C)Cc1ccc(F)cc1)O2
  NSD2 inh = -1.8

> C[C@H]1CN([C@@H](C)CO)C(=O)c2cc(NS(=O)(=O)c3cccs3)ccc2O[C@@H]1CN(C)S(=O)(=O)c1cn(C)cn1
  NSD2 inh = 4.6

> C[C@@H]1CCCCO[C@@H](CN(C)Cc2ccccc2)[C@H](C)CN([C@H](C)CO)C(=O)c2cc(NC(=O)Nc3ccc4c(c3)OCO4)ccc2O1
  NSD2 inh = 11.0

> COc1ccc(NC(=O)N(C)C[C@@H]2Oc3ccc(NC(=O)Cc4ccccc4)cc3CC(=O)N([C@@H](C)CO)C[C@H]2C)cc1
  NSD2 inh = -10.7

> COc1ccc(CN(C)C[C@@H]2Oc3c(NC(=O)C4CCOCC4)cccc3C(=O)N([C@H](C)CO)C[C@H]2C)cc1
  NSD2 inh = -2.8

> CCC(=O)N(C)C[C@@H]1Oc2ncc(-c3ccc(C)cc3)cc2C(=O)N([C@@H](C)CO)C[C@@H]1C
  NSD2 inh = -6.4

> COc1ccc(S(=O)(=O)N(C)C[C@H]2Oc3ccc(NC(=O)Nc4ccc5c(c4)OCO5)cc3C(=O)N([C@H](C)CO)C[C@H]2C)cc1
  NSD2 inh = 0.4

> CCCNC(=O)N[C@H]1C=C[C@@H](CC(=O)NCCc2ccccc2)O[C@@H]1CO
  NSD2 inh = -4.0

> C[C@H]1CCCCO[C@@H](CN(C)S(=O)(=O)c2ccc(F)cc2)[C@@H](C)CN([C@@H](C)CO)C(=O)c2cc(NC(=O)Nc3ccc(F)cc3)ccc2O1
  NSD2 inh = 3.0

> C[C@@H]1CN([C@@H](C)CO)C(=O)Cc2cc(NC(=O)NC3CCCCC3)ccc2O[C@@H]1CN(C)Cc1ccc(-c2ccccc2)cc1
  NSD2 inh = 2.3

> Cc1ccc(-c2cnc3c(c2)C(=O)N([C@H](C)CO)C[C@H](C)[C@@H](CN(C)CC2CCCC2)O3)cc1
  NSD2 inh = -6.2

> CC(C)NC(=O)N[C@H]1C=C[C@@H](CC(=O)NCCCN(C)C)O[C@H]1CO
  NSD2 inh = 0.3

Source: PubChem BioAssay (Broad Institute)
